ARNT TACC3 PPI: ARNT/TACC3 interaction disruption; Q9Y6A5; AlphaScreen His-ARNT PAS-B/GST-TACC3 binding, luminescence; TACC3 fragment carries E629A point mutation; inhibition, % at 9.99 µM; 390,000 compounds, 0.66% hits;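 active means mean inhibition of replicates at least 50% and at least half of replicates each reaching 50%; inconclusive means half or more replicates reach 50% but mean below 50%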;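 further: 0% = complete ARNT plus TACC3 wells and 100% = ARNT alone without TACC3; many hits fall short of the cut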
PAX8 inh HTS: PAX8 transcriptional activity inhibition; RMG-I TPO-luciferase reporter, SteadyGlo, 24 h; inhibition, % at 12.6 µM; 360,000 compounds, 1.2% hits;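 active means mean replicate inhibition at least 60% with every replicate also reaching 60%; inconclusive means only one of the two criteria is met; inactive means mean below 60% and not all replicates reaching 60%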;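 further: luciferase light reporting Pax8 driven TPO promoter activity; plate controls were median of neutral control wells for no effect and mitoxantrone controls for full effect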
EWS-Fli block: EWS/Fli transcriptional activity inhibition; 350,000 compounds, 0.67% hits; inhibition, % at 12.6 µM; AID 651661; A673 NR0B1-luciferase reporter, viability-normalised;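 active means mean inhibition of at least 50% after viability correction, with every replicate also passing that limit; inconclusive means mean reaches 50% but only one of two replicates passes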;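 further: firefly luciferase signal divided by Alamar Blue viability fluorescence both relative to DMSO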
Casp6 inh: caspase-6 (human) enzyme inhibition. 350,000 compounds, 0.53% hits. P55212. AID 686996. purified caspase-6, Z-VEID-R110 cleavage fluorescence. inhibition, % at 12.5 µM;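 active means mean inhibition across replicates at least about 35%, with every replicate also reaching that limit, limit read from the data; inconclusive means only one of the two criteria met; inactive means neither criterion met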;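 further: 0% = median of neutral control wells and 100% = no fluorescence left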
Target sequence (P55212 24-179 limits assumed): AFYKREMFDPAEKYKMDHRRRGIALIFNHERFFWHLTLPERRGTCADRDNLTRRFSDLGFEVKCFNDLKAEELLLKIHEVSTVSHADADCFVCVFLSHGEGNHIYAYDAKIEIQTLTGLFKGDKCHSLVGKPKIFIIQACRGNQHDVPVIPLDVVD
Target sequence (P55212 194-293 limits assumed): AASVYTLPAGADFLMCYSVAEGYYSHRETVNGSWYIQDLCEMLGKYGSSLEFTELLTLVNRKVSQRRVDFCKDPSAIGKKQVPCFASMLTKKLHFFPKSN
DENV2 CPE: inhibitors of DENV2 cytopathic effect | DENV2-infected cells, cytopathic effect rescue, plate reader | AID 651640 | CPE inhibition, % at 9.99 µM | 350,000 compounds, 1.7% hits; in the data active means CPE inhibition above about 20%, passing the limit was not always enough; inconclusive means no clear call, values can overlap the other calls; tested in BHK-21 cells;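 further: 0% = median of neutral control wells and 100% = median of positive control wells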
SIRT5 block: sirtuin-5 (human) deacylase inhibition; Q9NXA8; Purified SirT5, succinyl-peptide AMC, trypsin-coupled fluorescence; inhibition, % at 15 µM; 330,000 compounds, 1.1% hits; AID 652115; in the data active means inhibition above about 15%; inconclusive means no clear call, values can overlap the other calls
Target sequence (Q9NXA8 whole entry, looked up): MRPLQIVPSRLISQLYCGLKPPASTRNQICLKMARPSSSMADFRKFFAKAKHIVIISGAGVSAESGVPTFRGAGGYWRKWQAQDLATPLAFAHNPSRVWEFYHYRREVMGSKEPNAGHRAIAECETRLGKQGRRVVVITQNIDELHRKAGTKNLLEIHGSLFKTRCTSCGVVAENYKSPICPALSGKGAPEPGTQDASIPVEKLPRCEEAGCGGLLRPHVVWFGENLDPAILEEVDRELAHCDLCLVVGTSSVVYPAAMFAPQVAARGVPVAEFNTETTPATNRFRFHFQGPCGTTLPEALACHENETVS
LGR2 inh: inhibitors of bursicon-induced Drosophila LGR2 receptor cAMP signaling; inhibition, % at 9.99 µM; AID 720647; 380,000 compounds, 0.35% hits; HEK293 LGR2, CRE-luciferase, bursicon-stimulated, 4 h;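 active means drop in luminescence signal, shown as inhibition above about 50% in the replicate tests, limit read from the data, passing the limit was not always enough; inconclusive means probably only some replicates passing the limit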;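 further: agonist challenge used bursicon conditioned medium at about half maximal strength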
Active calls of the source: *; ? = inconclusive; nt = no result given.

SMILES | ARNT TACC3 PPI | PAX8 inh HTS | EWS-Fli block | Casp6 inh | DENV2 CPE | SIRT5 block | LGR2 inh
CC(=O)N1CCCCN2[C@@H](CO)[C@@H](c3ccc(-c4cccc(C(=O)N(C)C)c4)cc3)[C@@H]2C1 | -7.8 | -13.7 | -15.5 | -1.5 | 0.8 | 2.6 | 0.4
Cc1ccc(S(=O)(=O)N2C[C@H]3C(=O)C[C@@H](c4cccc(Cl)c4)N(S(=O)(=O)c4ccc(C)cc4)[C@H]3C[C@H]2c2ccccc2)cc1 | nt | -1.2 | -2.2 | -1.3 | -5.3 | -1.1 | -4.0
CCC(=O)Nc1ccc(-n2nnnc2SCC(=O)NNC(=O)c2ccco2)cc1 | nt | -19.5 | -3.2 | -0.3 | 2.3 | -3.1 | 4.0
Cn1c(=O)[nH]c(=O)c2c1nc(Br)n2CCSc1nnnn1-c1ccccc1 | 4.6 | nt | 8.3 | nt | 1.5 | 1.9 | 5.0
CC(=O)c1cccc(NC2c3ncccc3C(=O)N2Cc2ccco2)c1 (centres undefined) | -18.1 | nt | -0.8 | 10.4 | -3.0 | -3.3 | -26.2
O=C(C[C@@H]1CC[C@@H]2[C@H](COC[C@@H](O)CN2Cc2cccc(Cl)c2)O1)Nc1nccs1 | 3.1 | -15.0 | 17.4 | -4.1 | -3.1 | 3.6 | 11.5
O=C(C[C@@H]1CC[C@@H]2[C@H](COC[C@H](O)CN2C(=O)c2ccccc2F)O1)NCc1ccccc1 | 6.0 | -6.4 | -0.6 | -2.2 | ? | -1.6 | -3.7
COc1cccc(C#Cc2cnc3c(c2)C(=O)N([C@H](C)CO)C[C@H](C)[C@@H](CN(C)C(=O)C2CCCCC2)O3)c1 | -3.5 | 25.1 | 32.8 | 0.0 | -3.7 | 7.0 | -6.9
CC(C)CC#Cc1ccc2c(c1)O[C@H](CN(C)C(=O)CC1CC1)[C@H](C)CN([C@H](C)CO)S2(=O)=O | 29.9 | 39.3 | -21.8 | 8.2 | 5.3 | 8.8 | -0.4
Cc1ccsc1-c1nc(CSCC(=O)NCc2ccc3c(c2)OCO3)c(C)o1 | -0.6 | 11.8 | -2.5 | 0.8 | -4.3 | -1.4 | -1.5
O=C(O)C1CCCCC1C(=O)NCc1ccc(Cl)c(Cl)c1 (centres undefined) | -13.5 | -2.8 | -2.0 | -0.2 | nt | -3.9 | 8.6
NC(=O)c1cc(S(=O)(=O)N2CC=C(c3ccccc3)CC2)cs1 | -5.3 | 6.7 | 2.8 | -3.1 | 18.9 | -1.4 | 12.8
CC1CC(C)CN(C(=O)c2cc(S(=O)(=O)N3CCCCC3)ccc2Cl)C1 (centres undefined) | -14.5 | -3.2 | 8.9 | 2.9 | -10.5 | -4.5 | -2.9
O=C(CC1C(=O)NCCN1C/C=C/c1ccccc1)NCCc1ccncc1 (centres undefined) | -0.8 | -17.8 | -3.2 | -1.4 | nt | -2.7 | 11.9
O=C(NCCS(=O)(=O)N1CCN(c2ccccc2F)CC1)C1CC(=O)N(c2ccc(F)cc2)C1 (centres undefined) | -9.6 | 10.5 | nt | -1.3 | 12.7 | -1.5 | 5.0
CCSC1=C(C#N)C(c2ccccc2OC)CC(=O)N1 (centres undefined) | -2.6 | -0.2 | 3.9 | -2.3 | 3.8 | -1.3 | -1.1
COc1cccc(Oc2nnnn2-c2ccccc2)c1 | -4.7 | nt | nt | -0.9 | nt | -6.1 | -41.4
COc1ccccc1N1C(=O)CC1(C#N)c1ccc(OCc2ccccc2)cc1 (centres undefined) | -1.6 | 16.6 | nt | nt | nt | nt | 2.6
COc1cccc(C(=O)Nc2ccc3c(c2)C(=O)N(C)C[C@@H](OC)[C@H](C)CN(CCc2ccccc2)[C@@H](C)CO3)c1 | 20.4 | 24.8 | 15.1 | nt | 10.3 | 10.7 | 15.5
C[C@@H](NC(=O)C[C@H]1C[C@H]2c3cc(NC(=O)CN(C)C)ccc3O[C@H]2[C@@H](CO)O1)c1ccccc1 | -3.6 | 6.1 | -0.2 | -1.4 | -4.8 | 2.7 | 0.1

A draw from above in order of SMILES length, smallest number first:
SMILES | ARNT TACC3 PPI | PAX8 inh HTS | EWS-Fli block | Casp6 inh | DENV2 CPE | SIRT5 block | LGR2 inh
CCSC1=C(C#N)C(c2ccccc2OC)CC(=O)N1 (centres undefined) | -2.6 | -0.2 | 3.9 | -2.3 | 3.8 | -1.3 | -1.1
O=C(NCCS(=O)(=O)N1CCN(c2ccccc2F)CC1)C1CC(=O)N(c2ccc(F)cc2)C1 (centres undefined) | -9.6 | 10.5 | nt | -1.3 | 12.7 | -1.5 | 5.0
C[C@@H](NC(=O)C[C@H]1C[C@H]2c3cc(NC(=O)CN(C)C)ccc3O[C@H]2[C@@H](CO)O1)c1ccccc1 | -3.6 | 6.1 | -0.2 | -1.4 | -4.8 | 2.7 | 0.1
COc1cccc(C(=O)Nc2ccc3c(c2)C(=O)N(C)C[C@@H](OC)[C@H](C)CN(CCc2ccccc2)[C@@H](C)CO3)c1 | 20.4 | 24.8 | 15.1 | nt | 10.3 | 10.7 | 15.5

(listing goes on)
SMILES | ARNT TACC3 PPI | PAX8 inh HTS | EWS-Fli block | Casp6 inh | DENV2 CPE | SIRT5 block | LGR2 inh
CC(OC(=O)c1ccc2ccccc2n1)C(=O)c1ccccc1 (centres undefined) | 3.2 | 0.9 | 3.7 | -1.1 | -2.3 | 0.7 | 13.8
CC(C)C[C@@H]1O[C@H](CCc2ccccc2)CC2=C1C(=O)OC(C)(C)O2 | nt | -12.2 | 8.2 | 0.2 | -14.8 | -3.2 | 5.7
Cc1csc(=O)n1CC(=O)Nc1nc2ccccc2s1 | 41.8 | 7.7 | 10.6 | 2.0 | -5.4 | -2.5 | 16.2
O=C(CCNc1n[nH]c(=O)[nH]c1=O)N/N=C/c1ccc(Cl)cc1 | -8.5 | -8.1 | -3.8 | -4.4 | -1.7 | -1.0 | 14.1
CC1(C)CC(=O)C(=Cc2cn(-c3ccccc3)nc2-c2ccccc2)C(=O)C1 | -4.1 | -42.7 | -21.7 | 1.7 | 2.7 | 2.3 | -2.4
COc1ccc(C2CC(c3ccc(Cl)cc3)=NN2C(C)=O)cc1 (centres undefined) | 0.0 | -74.2 | -96.4 | 5.3 | -7.9 | 0.8 | -72.6
C[C@@H]1CN([C@H](C)CO)C(=O)Cc2cc(NS(=O)(=O)c3ccc(Cl)cc3)ccc2O[C@@H]1CN(C)C(=O)Nc1ccc(F)cc1 | 1.7 | -16.8 | 15.2 | -1.7 | -6.1 | -3.6 | 12.5
O=C(N/N=C/c1cc(Br)c(Br)o1)c1cccnc1 | 12.8 | -23.3 | nt | nt | nt | nt | -10.4
CN1CCN(C(=O)C2CC(=O)N(c3ccc(F)c(Cl)c3)C2)CC1 (centres undefined) | -2.0 | 3.5 | -3.1 | 0.4 | 1.3 | -2.4 | 10.5
CC(=O)Nc1ccc2nc(NC(=O)COc3ccccc3)sc2c1 | -1.0 | 2.1 | 2.5 | 6.4 | -3.6 | -0.2 | -29.4
Cc1ccc(-c2csc(C3=C(O)CN(NC(=O)c4ccc([N+](=O)[O-])cc4)C3=N)n2)cc1 | 1.6 | 1.1 | -16.9 | -0.6 | -1.4 | -2.9 | 24.8
CCOC(=O)c1c(NC(=O)CSc2nnc(-c3ccccc3)o2)sc(C(C)=O)c1C | nt | -12.0 | nt | -0.3 | nt | -0.8 | -2.4
COCC#Cc1ccc2c(c1)O[C@H](CN(C)Cc1ccncc1)[C@@H](C)CN([C@H](C)CO)S2(=O)=O | -7.7 | nt | -9.7 | 2.0 | 10.9 | -0.9 | -20.8
COCCN(C(=O)c1csnn1)C(C(=O)NC1CCCCC1)c1ccc(Cl)cc1 (centres undefined) | -2.1 | -8.5 | -6.7 | 1.4 | 13.1 | 0.6 | 2.4
Cc1cccc(-c2ccc3c(c2)C2CC3CCN2)c1 (centres undefined) | 6.1 | -0.5 | 2.9 | -2.1 | -8.1 | -5.1 | -11.0
CC(C)CNC(=S)N1CCC(C(=O)c2ccc(F)cc2)CC1 | -4.5 | 15.0 | 4.1 | 2.7 | 1.6 | -3.0 | -10.2
CC[C@H](C)[C@H](NC(N)=O)C(=O)NCCc1ccc(Cl)cc1Cl | 5.8 | -10.7 | 8.7 | -2.7 | 7.4 | -3.6 | -0.4
C[C@@H]1CN([C@H](C)CO)C(=O)Cc2cc(NS(=O)(=O)c3cn(C)cn3)ccc2O[C@H]1CN(C)Cc1ccc(Oc2ccccc2)cc1 | -3.3 | nt | 1.5 | 4.7 | -3.5 | -0.5 | 14.9
O=C(Cc1ccc(-n2c(=O)c3ccccc3n(Cc3ccccc3F)c2=O)cc1)NCC1CCCO1 (centres undefined) | -3.5 | 1.0 | 3.7 | 2.3 | 4.7 | 1.3 | 25.7
COc1ccccc1C#Cc1ccc2c(c1)[C@@H]1[C@@H](CCN1C(=O)c1ccncc1)[C@@H](CO)N2 | 1.5 | 10.2 | 6.8 | nt | -3.4 | nt | -13.8
COc1ccc(NC(=O)C2CC(=O)N=C(N)S2)cc1 (centres undefined) | -0.1 | -12.1 | 8.9 | -5.1 | 1.1 | 1.5 | 12.5
Oc1c(CN2CCOCC2)cc(COCc2ccccc2)c2cccnc12 | 56.4* | 65.9* | nt | nt | nt | nt | 31.4
CN(C)S(=O)(=O)N1CCC(Oc2cccc(C(=O)NCCCC3CCCC3)c2)CC1 | -2.3 | -0.4 | -37.3 | -5.0 | -3.9 | -1.2 | -19.7
c1ccc(-c2nnc(SCc3ccncc3)o2)cc1 | nt | -166.1 | -47.9 | 1.4 | -12.6 | -1.7 | -19.8
CC(C)C#Cc1ccc2c(c1)O[C@@H](CN(C)C(=O)c1ccncc1)[C@@H](C)CN([C@@H](C)CO)S2(=O)=O | -1.5 | -1.2 | -1.8 | -2.0 | 0.0 | -0.1 | 25.5
O=C(c1cnccn1)N1C[C@@H]2[C@H](c3ccccc31)[C@H](CO)N2Cc1ccccc1Cl | 5.0 | 4.4 | -2.2 | -1.2 | -6.4 | 0.1 | -10.7
COc1ccc(N2CCN(Cc3nc4c(c(=O)[nH]c(=O)n4C)n3CC(C)=O)CC2)cc1 | nt | 9.0 | 1.0 | -0.3 | 14.5 | -3.3 | -3.1
CC(C)CC1C(=O)N(Cc2cn(Cc3ccco3)nn2)CCS(=O)(=O)N1Cc1ccc(-c2cccc(CO)c2)cc1 (centres undefined) | nt | 22.6 | 6.6 | 7.1 | 14.4 | -1.0 | 5.5
NS(=O)(=O)c1ccc(CCNS(=O)(=O)c2ccc3c(c2)NC(=O)CO3)cc1 | -1.4 | 11.2 | nt | -1.7 | -8.9 | -2.7 | 11.5
CCOC(=O)c1c(C)n(-c2ccc(OC)cc2)c2ccc(O)c(CN(C)C)c12 | 7.3 | 8.7 | 8.3 | 2.2 | ? | 5.8 | -2.0
O=C(C[C@H]1CC[C@H](NC(=O)Cc2ccccn2)[C@@H](CO)O1)NCCCN1CCOCC1 | -7.0 | -5.9 | 2.0 | 0.3 | -4.3 | 0.1 | -4.0
CCNC(=O)CNC(=O)c1nn(Cc2ccccc2)c(=O)c2ccccc12 | -1.8 | 2.0 | 6.6 | 0.1 | -5.7 | -1.9 | 3.1
O=C(NC1CCc2ccccc21)C12CN(Cc3ccccc3)CC1C(c1cccc([N+](=O)[O-])c1)=NO2 (centres undefined) | -5.2 | 2.4 | 2.0 | -0.4 | 10.2 | nt | 6.7
COc1ccc(C2=NOC(C(=O)Nc3cccc(O)c3)C2)cc1 (centres undefined) | 25.3 | -7.1 | 13.3 | 1.9 | 3.7 | -5.5 | -16.0
CCC(=O)N(C)C[C@@H]1Oc2cc(-c3ccccc3)ccc2S(=O)(=O)N([C@H](C)CO)C[C@@H]1C | -1.4 | nt | 0.2 | 0.5 | -9.6 | 4.7 | -1.8
COc1cc(/C=C(/C(=O)c2cccs2)c2nc3ccccc3[nH]2)cc(OC)c1O | 8.9 | nt | nt | 5.6 | nt | 2.9 | -37.3
Cc1ccccc1-n1c(SCc2cccc(F)c2)nc2[nH]ncc2c1=O | 2.9 | 12.6 | nt | nt | nt | nt | 17.4
COc1ccc(C/C(C)=N\NC(=O)c2c[nH]c3ccccc23)cc1OC | 8.6 | 16.7 | -49.8 | -2.1 | 1.6 | -1.8 | -23.8

Compound activity: PubChem BioAssay, Broad Institute
